HT1080 EIF4E-luc2: inhibitors of EIF4E gene expression, primary screen, cell-based, HT1080, luciferase reporter (AID 1224817); HT1080 EIF4E-luc2 knock-in reporter, luciferase, 16 h; active compounds read low; 1% of 2,000 active; log2 luciferase activity ratio at 2.5 µM;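 active means log2 luciferase ratio at or below -0.5849, meaning signal at two thirds of solvent-only control or lower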;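 further: luciferase reports endogenous eIF4E expression since it is co-expressed from the native EIF4E locus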
Active calls of the source: *. Some of the compounds tested; count on the stated rates, not on these rows.

SMILES	HT1080 EIF4E-luc2
CN(C)C/C=C(/c1ccc(Br)cc1)c1cccnc1	-0.2

Assay outcomes (PubChem BioAssay)
